Bioassay records: PubChem BioAssay, several laboratories
UBC9 SUMO inh: blocks human SUMOylation mediated by UBC9; P63279; HTRF SUMOylation assay, SAE1/SAE2 + UBC9, in vitro; inhibition, % at 35 µM; 290,000 tested, 0.36% active; in the data active means inhibition above about 50%, passing the limit was not always enough; further: strong numbers were not always called active
Target sequence (P63279 whole entry, looked up): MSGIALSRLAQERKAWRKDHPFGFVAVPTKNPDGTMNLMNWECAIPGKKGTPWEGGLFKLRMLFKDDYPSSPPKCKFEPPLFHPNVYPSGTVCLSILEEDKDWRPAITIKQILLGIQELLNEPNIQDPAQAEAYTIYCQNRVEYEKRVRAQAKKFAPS
IMP-1 inhibitor: blocks Pseudomonas aeruginosa IMP-1 metallo-beta-lactamase. purified IMP-1, nitrocefin hydrolysis, epi-absorbance fluorescence. inhibition, % at 5.6 µM. 290,000 tested, 0.45% active;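 active means inhibition above the mean plus 3 SD of all compounds in the same screening run, cut at about 4.5% in these data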;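 further: 0% = IMP-1 with DMSO and 100% = DMSO wells lacking enzyme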
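System: purified recombinant IMP-1 beta-lactamase. Medium: Zinc- and detergent-supplemented HEPES buffer, pH 7.1. Compound: one 5.6 µM dose […]. Schedule: 15 min preincubation plus 25 min reaction at 25 °C. Technique: Epi-absorbance fluorescence, 480 nm excitation, 530 nm emission.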
NALP1 yeast inh: inhibitors of NALP1 inflammasome in yeast; S. cerevisiae NALP1/ASC/caspase-1 growth, X-gal OD620, 72 h; 280,000 tested, 0.61% active; inhibition, % at 10 µM; AID 2071; in the data active means inhibition mostly above about 24%, no sharp cut-off; inactive means mostly below about 32%; further: some compounds called inactive have numbers as strong as hits
MEKK2mut PB1 HTS: signal of MEK5 binding to mutant human MEKK2 PB1 domain; bead flow cytometry, Alexa488-MEK5 binding to MEKK2 mutant; percent response, % at 10 µM; 290,000 tested, 0.35% active; AID 1530; in the data active means percent response above about 24%, passing the limit was not always enough; further: inactives centre near 1; some results filed as inactive read as strong as hits
DNA FID counter: fluorescent intercalator displacement, NS3 helicase counter-screen | 290,000 tested, 0.17% active | DNA fluorescent intercalator displacement, fluorescence | AID 1845 | inhibition, % at 7.9 µM; in the data active means inhibition above about 37%;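 further: 0% = vehicle and 100% = reference compound; higher means more ethidium bromide displaced from hairpin DNA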
MEKK2 WT-MEK5: raises or lowers MEK5 binding to wildtype human MEKK2 PB1 domain | binding response (% of control), % at 10 µM | 290,000 tested, 1.1% active | AID 1531 | Q9Y2U5 | bead flow cytometry, Alexa488-MEK5 binding to MEKK2 WT; actives lie on both sides; in the data active means binding response below about 67% or above about 130%
PfM18AAP inh: PfM18AAP enzyme inhibition; 290,000 tested, 1.2% active; AID 1822; recombinant PfM18AAP, H-Glu-NHMec fluorogenic cleavage; inhibition, % at 7.35 µM;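 active means inhibition above the campaign mean inhibition over all tested compounds plus 3 SD, cut at about 28% in these data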;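 further: 0% = plate median of test compound wells and 100% = 2 mM ZnCl2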
VIM-2 inh: inhibitors of Pseudomonas aeruginosa VIM-2 metallo-beta-lactamase; 290,000 tested, 0.89% active; AID 1527; purified VIM-2, nitrocefin hydrolysis, epi-absorbance fluorescence; inhibition, % at 5.6 µM;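 active means inhibition above the mean of all tested compounds plus 3 SD, cutoff set per screening run, cut at about 7.5% in these data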;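 further: red hydrolysis product quenches plate fluorescence so inhibitors raise well fluorescence; 0% = enzyme with DMSO and 100% = DMSO without enzyme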
NS3 helicase inh: inhibitors of Hepatitis C virus NS3 helicase; NS3 helicase DNA unwinding, Cy5 molecular beacon fluorescence; inhibition, % at 10.9 µM; 290,000 tested, 0.56% active; AID 1800;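 active means inhibition above the mean of all tested compounds plus 3 SD, set per campaign, cut at about 35% in these data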;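 further: 0% = DMSO wells and 100% = thioflavine S control wells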
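System: NS3 helicase fragment of HCV / Schedule: 1 h at 25 °C / Control set: DMSO alone as 0% and 110 µM thioflavine S as 100% / Reagent: Cy5/quencher beacon DNA duplex and ATP to start / Technique: Cy5 fluorescence / Replication: singlicate / Evaluation: % inhibition of end-to-start signal ratio versus controls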
Active calls of the source: *; . = no result given.

SMILES	UBC9 SUMO inh	IMP-1 inhibitor	NALP1 yeast inh	MEKK2mut PB1 HTS	DNA FID counter	MEKK2 WT-MEK5	PfM18AAP inh	VIM-2 inh	NS3 helicase inh
O=C(Nc1nnc(Cc2ccc([N+](=O)[O-])cc2)s1)c1ccc2c(c1)OCO2	25	-3.0	.	-19	3	83	3	-2.1	-2
O=C(NCCc1ccccc1)c1ccc(NC2=NC3CS(=O)(=O)CC3S2)cc1 (centres undefined)	-1	3.1	-5	8	0	109	1	-0.7	6
Cc1nnc(SCCOC(N)=O)n1C	6	-4.1	39	6	0	97	1	0.2	0
CC(=C\c1ccccc1)/C=C1/SC(=O)N(CCCC(=O)Nc2ccc(C(=O)O)cc2)C1=O	13	-1.5	-1	0	-26	97	1	-1.4	24
Cc1nc2c(C#N)c(-c3ccc(Cl)cc3)ccn2n1	13	-1.1	3	-2	-2	103	-12	-2.3	7
COc1ccc(CCNC(=O)C2CCN(C(=O)c3ccc(Br)cc3)CC2)cc1OC	2	-0.8	0	4	-36	107	5	-0.1	4
Cn1ncc(Cl)c1C(=O)N1CCN(c2ccc(F)cc2)CC1	0	0.0	11	1	-11	105	-1	-0.9	3
Cc1[nH]c2ccc(C(=O)Nc3ccncc3)cc2c1C	2	-0.9	14	5	25	108	2	0.4	9
NC(=O)CSc1nnc(NC(=O)c2cccc(S(=O)(=O)N3CCCCC3)c2)s1	13	-2.5	7	-3	-13	95	9	-2.6	-7
O=[N+]([O-])c1cc(O)c2ncccc2c1	-17	-1.1	20	-1	-5	100	-12	0.8	1
Cc1cccc(-n2ccnc2SCC(=O)N2CCCc3ccccc32)c1C	2	-5.0	18	0	-32	102	-6	-2.5	-7
Cc1cc(C)c(C#N)c(SCC(=O)NC2CC2)n1	23	-3.5	11	-2	-1	99	-9	-2.7	2
O=C(OCc1cc(=O)n2c(n1)sc1ccccc12)c1ccc(O)cc1O	24	-0.5	-12	-5	-3	95	-4	-2.0	36*
COC(=O)Cn1cnc2c(cnn2-c2ccc(C)cc2)c1=O	10	-1.2	5	3	-6	107	-1	-0.6	-8
COc1ccccc1NC(=O)CSCc1cc(=O)n2c(C)csc2n1	6	-1.3	0	2	-9	100	1	-2.2	3
COc1cc(OC)cc(-c2nnc(SCC(=O)N3CCOCC3)o2)c1	3	1.9	11	-6	-4	94	-19	2.0	-6
CCOC(=O)C1(Cc2ccccc2)CCCN(S(=O)(=O)N(C)C)C1 (centres undefined)	8	-3.4	11	7	-23	104	3	-1.6	2
CCC(=O)N1CCNC(=O)C1CC(=O)Nc1ccc(C)c(Cl)c1 (centres undefined)	2	-1.0	.	8	-4	105	-7	-1.7	-1
CC1CCC(NC(=O)c2ccc(N3CCCC3=O)cc2)CC1 (centres undefined)	9	-2.0	-6	6	-10	105	-5	-2.2	-6
CN1CCCN(C(=O)CSc2ccccc2)CC1	2	-3.8	17	5	1	107	2	-2.1	-3

Of the compounds above, 2 have a cyano group:
SMILES	UBC9 SUMO inh	IMP-1 inhibitor	NALP1 yeast inh	MEKK2mut PB1 HTS	DNA FID counter	MEKK2 WT-MEK5	PfM18AAP inh	VIM-2 inh	NS3 helicase inh
Cc1nc2c(C#N)c(-c3ccc(Cl)cc3)ccn2n1	13	-1.1	3	-2	-2	103	-12	-2.3	7
Cc1cc(C)c(C#N)c(SCC(=O)NC2CC2)n1	23	-3.5	11	-2	-1	99	-9	-2.7	2

Next records
SMILES	UBC9 SUMO inh	IMP-1 inhibitor	NALP1 yeast inh	MEKK2mut PB1 HTS	DNA FID counter	MEKK2 WT-MEK5	PfM18AAP inh	VIM-2 inh	NS3 helicase inh
O=C(Nc1nnc(SCc2ccc(Cl)cc2)s1)c1cnccn1	-2	-1.1	19	7	-3	110	-1	-4.2	14
O=C(NCCC(c1ccccc1)c1ccco1)c1cccs1 (centres undefined)	17	-1.1	1	-3	-19	93	-1	-1.2	-6
Cc1nc2ccccc2nc1OCC(=O)Nc1ccccc1	-3	-3.2	4	-1	-2	107	0	-1.9	-2
NC(=O)NNC(=S)Nc1cccc2ccccc12	13	-2.0	3	-2	0	98	50*	-1.9	0
CCCCOC(=O)/C(=C\c1ccc([N+](=O)[O-])o1)NC(=O)c1ccccc1	12	-2.5	42	3	-23	95	-2	-0.8	25
CC(=O)N1N=C(c2ccc([N+](=O)[O-])cc2)CC1c1ccccc1Cl (centres undefined)	12	-4.0	-12	1	-13	90	2	1.9	0
COc1ccc(F)cc1C(=O)C1CCCN(C(=O)CCN2CCCCO2)C1 (centres undefined)	-4	-2.9	-16	-2	-12	99	-2	-2.0	2
COc1ccc(F)cc1C(=O)C1CCCN(Cc2c[nH]c3ccccc23)C1 (centres undefined)	-17	-2.9	-2	9	9	116	6	0.4	-12
CC(=O)c1ccc(N2CCN(C(=O)c3ccc(Cn4c(=S)[nH]c5ccc(N6CCOCC6)cc5c4=O)cc3)CC2)cc1	-40	-3.4	-4	-2	-51	101	-5	-2.9	27
O=S(=O)(NCC(c1ccco1)N1CCN(c2ccc(F)cc2)CC1)c1ccc2c(c1)OCCO2 (centres undefined)	-20	-3.1	29	8	-10	120	-1	-2.4	5
C=C(C)COc1ccc(-c2ncnc(C(F)(F)F)c2-c2ccccc2)c(O)c1	-27	-1.5	15	-6	-16	95	-2	0.7	-5
Cc1cc(S(=O)(=O)Nc2cccc(O)c2)c(C)s1	14	-1.8	16	6	-1	111	4	-2.4	3
CCOC(=O)CC1ON(C)C(=O)N1c1ccc(Cl)cc1Cl (centres undefined)	18	-3.2	28	2	-5	105	-4	-3.4	-2
Cc1nc2ccccn2c1C(=O)N/N=C/c1ccc(F)cc1	5	-4.5	0	9	-5	106	6	-3.3	3
C=CCN(C)NC(=S)Nc1ccccc1	-7	-2.6	3	-2	4	95	-2	-1.0	-9
COC(=O)c1cc(S(=O)(=O)N2CCN(c3ccccc3OC)CC2)cn1C	.	-2.6	12	-1	-31	100	1	-2.6	0
CC(=O)c1cc2c(cc1NC(=O)CN1CCCCCCC1)OCO2	2	-1.9	19	-3	11	98	11	-2.9	-5
O=C(OCCN1CCOCC1)c1ccc(Cl)cc1Cl	16	-3.2	4	13	-2	105	-18	-2.0	5
Cc1nnc(SCC(=O)Nc2ccc3c(c2)OCCO3)n1N	0	0.6	0	-2	2	97	0	-5.4	-1
Cc1ccc(C(=O)N2CCCC2)cc1S(=O)(=O)Nc1cccc(C)c1C	10	-2.2	19	3	-18	105	5	-1.2	8
CCSc1nnc(NC(=O)c2c(-c3ccccc3Cl)noc2C)s1	22	-1.5	-2	8	-17	112	10	-1.6	-3
CC(=O)NCCn1c(SCc2ccccc2C)nc2ccccc2c1=O	0	-0.5	4	6	-14	104	-9	-1.0	2
N/C(=N\OC(=O)c1ccccc1Br)c1cccc([N+](=O)[O-])c1	-15	1.7	11	0	3	102	-2	-3.3	4
O=S(=O)(c1cccc(F)c1)N1CCN(C(=S)NCC2CCCO2)CC1 (centres undefined)	13	0.1	10	5	-9	105	-11	1.9	4
CCOC(=O)N1CCN(C(=O)CSc2nnc(-c3ccccc3OC)o2)CC1	1	-2.0	2	20	-25	112	-3	-1.6	-6
CCn1c(SCC(=O)c2[nH]c(C)c(C(C)=O)c2C)nnc1-c1cccs1	12	-1.5	-15	2	-24	101	2	-2.6	-3
Cc1ccc(C(=O)N/C(=C/c2ccco2)C(=O)Nc2cccc(C(=O)O)c2)cc1	12	-0.3	16	-2	-33	103	30*	1.4	27
O=C(CCCC(=O)N(c1ccc(F)cc1)C(C(=O)NC1CCCC1)c1ccc(O)cc1)Nc1ccccn1 (centres undefined)	-6	-5.1	-1	6	-31	104	-1	-3.8	-1
O=S(=O)(Nc1ccc2c(c1)nc1n2CCN(Cc2ccccc2)C1)c1ccccc1	53	2.6	21	1	-25	98	60*	1.9	-13
CCCCN(C)CCCN1C(=O)C2C(C(=O)Nc3cccc(OC)c3)C3C=CC2(O3)C1C(=O)NC1CCCCC1C (centres undefined)	12	-2.3	22	5	9	110	3	-3.6	-9
COc1ccc(CC(=S)N2CCOCC2)cc1	13	-3.1	29	5	-1	118	26	-2.9	1
O=c1onc(-c2cccs2)n1Cc1ccccc1	-22	-1.6	-5	1	0	104	-5	-0.9	7
C=CCOc1ccc(/C=C2/C(=N)N3N=C(CC(=O)N4CCCC4)SC3=NC2=O)cc1OC	6	-3.1	-4	-2	-41	94	-3	-2.4	16
CCn1nc(C(=O)O)c(=O)c2cc3c(cc21)OCO3	-2	-0.1	25	1	9	90	8	2.2	4
Nc1cc(C(=O)N/N=C/c2cccc([N+](=O)[O-])c2)n[nH]c1=O	11	-2.0	.	-7	-1	95	5	-4.0	6
Cc1ccc(NC(=O)CN(C)Cc2ccc(F)cc2)c([N+](=O)[O-])c1	3	-2.6	38	7	-2	109	-4	-0.6	8
O=C(Nc1ccccc1)O/N=C1/CCCc2occc21	10	-1.7	.	-4	0	103	-2	-3.2	1
CCc1ccc2nc(NC(=O)Cn3cnc4ccccc4c3=O)sc2c1	50*	-2.5	12	0	4	113	-4	-1.6	-2
CC(=O)NC1(C(F)(F)F)C(=O)Nc2c1c(=O)[nH]c(=O)n2-c1ccccc1 (centres undefined)	19	-1.4	.	-1	0	95	1	-1.4	8
Cc1cc(C(F)(F)F)nc(NCc2ccc(F)cc2)n1	-3	-4.1	-8	-2	-3	98	-6	-3.2	-5
Cc1cc(C)nc(-n2nc(C)c(Sc3ccc(F)cc3)c2N)n1	4	-1.8	11	5	-23	99	6	1.4	-5
Cc1ccccc1-n1c(SCC(=O)N2CCOCC2)nc(O)cc1=O	-6	-1.8	12	4	-50	108	5	3.5	21
O=C(NCCO)c1ccc(-c2nnc(Nc3ccc(O)cc3)c3ccccc23)cc1	-6	-2.1	7	6	-20	107	-4	3.0	-3
O=C(Nc1ccncc1)c1c(Cl)cccc1Cl	11	-1.1	0	4	-1	107	0	-2.2	-5
CSc1sc(C(=O)Nc2ccc(F)cc2F)c2c1C=CCC2	6	-2.4	.	6	-4	101	-3	-0.8	1
COc1ccc(C(=O)NCc2nnc(SCC(=O)N3CCC(C)CC3)o2)cc1	-2	-3.1	13	1	-15	100	-11	-0.9	-1
Cc1sc2nc(-c3ccncc3)[nH]c(=O)c2c1-c1ccccc1	12	-1.5	21	-1	-3	96	-3	-1.5	5
COC(=O)c1sc2nc(-c3ccccc3)nc(N3CCN(C)CC3)c2c1C	-7	-3.1	13	19	8	126	-1	-1.9	-63
O=C(NCCCN1CCOCC1)c1ccc(Br)cc1	-29	-2.1	8	0	4	96	0	-1.0	-2
COc1ccc(C(=O)N2CCCc3ccccc32)cc1OC	19	-1.6	-51	-3	-29	101	-6	-1.1	0
NC(=O)N/N=C(/CCCCCC/C(=N\NC(N)=O)c1ccccc1)c1ccccc1	9	0.0	24	-31	-30	63	-14	1.5	-16
